# From PubChem BioAssay
# sPLA2-III inh: Blocks human group III sPLA2 activity; Q9NZ20; QFRET BODIPY PC-A2 liposome hydrolysis, fluorescence; inhibition, % at 12.2 µM; actives 0.56% (n = 370,000);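 active = inhibition above mean plus 3 SD of compounds lying within the high and low control bounds, cut at about 19% in these data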;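 also: 0% = median of test compound wells and 100% = no enzyme DMSO wells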
# Target sequence (Q9NZ20 whole entry, looked up): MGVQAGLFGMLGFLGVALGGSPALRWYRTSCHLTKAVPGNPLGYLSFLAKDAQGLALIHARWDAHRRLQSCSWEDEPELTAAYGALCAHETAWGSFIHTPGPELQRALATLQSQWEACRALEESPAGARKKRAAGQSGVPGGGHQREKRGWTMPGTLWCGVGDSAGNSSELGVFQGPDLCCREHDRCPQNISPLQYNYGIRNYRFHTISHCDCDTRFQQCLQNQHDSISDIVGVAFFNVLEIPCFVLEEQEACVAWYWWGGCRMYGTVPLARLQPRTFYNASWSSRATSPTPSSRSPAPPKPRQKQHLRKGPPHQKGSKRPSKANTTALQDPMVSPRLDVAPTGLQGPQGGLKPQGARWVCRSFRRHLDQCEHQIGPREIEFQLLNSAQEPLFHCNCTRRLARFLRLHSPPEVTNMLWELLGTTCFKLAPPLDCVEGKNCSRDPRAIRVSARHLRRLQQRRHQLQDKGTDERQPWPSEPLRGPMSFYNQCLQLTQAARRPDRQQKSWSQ
# ASAP1 GAP inh: blocks human ASAP1-stimulated Arf1 GTP hydrolysis | Q9ULH1 | GDP FP detection | inhibition, % at 16.5 µM | actives 0.19% (n = 360,000) | AID 624377; in the data active = inhibition above about 25%;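 also: 0% = vehicle with enzyme and substrate and 100% = no enzyme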
# rCAG RNA binder: binds r(CAG) RNA repeats. r(CAG) RNA repeat, TO-PRO-1 dye displacement fluorescence. inhibition, % at 3 µM. actives 1.3% (n = 370,000). AID 651821;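 active = inhibition above the plate cutoff, the mean of all test compounds on that plate plus 3 SD, cut at about 35% in these data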;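 also: 0% = DMSO alone and 100% = 100 µM mitoxantrone as full dye displacement; higher means more dye released from RNA so lower well fluorescence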
# NPR2 activator: GC-B (human) receptor activation; P20594; HEK293-GC-B cells, CNP EC30, cGMP TR-FRET; 0% at EC30 CNP, 100% saturating CNP; activation, % at 10 µM; actives 0.11% (n = 370,000);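 active = activation at 10 µM reaching about 35% in either raw or pattern-adjusted values, limit read from the data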
# GAA850 FXN act: activators of GAA850 frataxin (FXN) promoter; HEK293 lucGAA850 FXN promoter luciferase reporter, 24 h; percent of 10 µM SAHA response; activation, % at 6 µM; actives 0.56% (n = 360,000);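 active = activation above the average of all compounds screened plus 3 SD, cutoff fixed separately per campaign, cut at about 7.5% in these data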;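 also: 0% = DMSO wells and 100% = 10 µM SAHA wells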
# ARFGAP1 inh: inhibitors of rat ARFGAP1; Q62848; Arfgap1-stimulated ARF1 GTP hydrolysis, GDP FP detection; inhibition, % at 16.5 µM; actives 0.26% (n = 360,000); AID 651572;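 active = inhibition above a per-plate limit, mean inhibition of low control wells plus 3 SD, cut at about 25% in these data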;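 also: 0% = DMSO wells with enzyme and 100% = wells lacking Arfgap1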
# Target sequence (Q62848 1-136 limits assumed): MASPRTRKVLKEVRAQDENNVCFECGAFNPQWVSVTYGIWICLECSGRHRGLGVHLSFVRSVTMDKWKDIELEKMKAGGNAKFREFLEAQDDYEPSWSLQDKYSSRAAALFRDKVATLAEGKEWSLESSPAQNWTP
#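 material = rat Arfgap1 catalytic domain, aa 1-136 | also added = human ARF1(Δ1-17)-GTP substrate | compound dosing = one concentration, 16.5 µM, DMSO 1.26% | times = GTP hydrolysis reaction 2 h at 25 °C | measured by = FP, GDP Alexa 633 tracer displaced from anti-GDP antibody, 620/688 nm | evaluation = percent inhibition of Arfgap1-stimulated GTP hydrolysis | replication = single well per compound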
# ADAM10 inh: ADAM10 inhibition, QFRET primary screen; recombinant ADAM10, EDANS/DABCYL FRET peptide cleavage, 3 h; inhibition, % at 7 µM; actives 0.62% (n = 370,000);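 active = inhibition above a per-campaign cutoff equal to the mean of compounds falling between control-based bounds plus 3 SD, cut at about 20% in these data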;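 also: 0% = DMSO wells while the 100% control is not disclosed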
# DDE Tn6 FP inh: disrupts Tn6 cyclic peptide binding to fibrin D-Dimer-E complex; Fibrin DD(E) TRITC-Tn6 fluorescence polarization displacement; inhibition, % at 8.3 µM; actives 0.21% (n = 370,000); P02675;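 active = inhibition above a per-campaign cutoff: mean of compounds within control limits plus 3 SD, cut at about 15% in these data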;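 also: 0% = median of all compound wells on the plate and 100% = blocking peptide control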
# KLK7 zymogen act: proKLK7 (human) activation, primary screen. P49862. purified proKLK7, EDANS-DABCYL substrate fluorescence; 100% is mature enzyme control, 0% vehicle. activation, % at 7 µM. actives 0.9% (n = 370,000). AID 652039;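 active = activation above the mean of all tested compounds plus 3 SD, computed per campaign excluding outliers beyond control limits, cut at about 13% in these data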
# Target sequence (P49862 whole entry, looked up): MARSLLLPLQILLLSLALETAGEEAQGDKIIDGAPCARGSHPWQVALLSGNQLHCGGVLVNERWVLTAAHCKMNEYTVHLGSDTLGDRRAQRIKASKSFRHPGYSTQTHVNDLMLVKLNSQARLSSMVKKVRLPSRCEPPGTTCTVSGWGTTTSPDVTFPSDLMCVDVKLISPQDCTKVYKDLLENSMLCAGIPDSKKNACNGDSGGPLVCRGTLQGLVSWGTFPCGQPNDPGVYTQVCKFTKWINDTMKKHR
# NPR1 activator: GC-A (human) enzyme activation. activation, % at 10 µM. P16066. actives 0.14% (n = 370,000). HEK293 GC-A cells, cGMP TR-FRET, EC30 ANP; 0% at EC30 ANP, 100% saturating ANP. AID 1671463; in the data active = activation above about 40%
# * hit, by the source's call; i = inactive; nt = no result given.
SMILES,sPLA2-III inh,ASAP1 GAP inh,rCAG RNA binder,NPR2 activator,GAA850 FXN act,ARFGAP1 inh,ADAM10 inh,DDE Tn6 FP inh,KLK7 zymogen act,NPR1 activator
CCOC(=O)N1CCN(C(=O)Cc2ccccc2OC)CC1,6,-1,-1,-1,-1.7,1,0,4,0.6,-2
CCN(CC)CCn1c(N)c(S(=O)(=O)c2ccccc2)c2nc3ccccc3nc21,-11,-1,0,-10,0.1,3,i,0,1.1,-8
CC(=O)c1ccc(S(=O)(=O)NCCc2cn3ccc(C)cc3n2)cc1,5,-11,2,-3,-0.8,12,8,-2,0.3,1
NC(=S)N/N=C1\CC(c2ccc3c(c2)OCCO3)Oc2ccc(F)cc21 (stereo not drawn),21*,4,4,42*,1.0,4,2,-2,-0.2,32
O=C(CSc1c[nH]c2ccccc12)N1CCCc2ccccc21,-29,12,1,-3,-0.5,0,1,0,0.4,-3
O=S(=O)(/N=C(\c1ccccc1F)N1CCCCC1)c1ccccc1,8,-5,-5,-3,-1.0,-1,-10,5,0.1,0
CCN(CC)S(=O)(=O)c1ccc(C(=O)NCC(=O)NCCCc2ccccc2)cc1,-9,3,3,3,-0.6,-3,-2,-7,0.4,-3
COc1cc(C(=O)NCCCNC(=O)c2cc(OC)c(OC)c(OC)c2)cc(OC)c1OC,-3,10,-2,0,-0.4,-4,1,2,0.9,1
Cc1ccccc1NC(=O)Cn1c(=O)n(Cc2ccccc2)c(=O)c2c(C)c(C)sc21,5,-1,0,2,0.7,1,5,2,-0.3,-12
COc1ccc(NC(=O)c2ccccc2NC(=O)c2ccccc2)cc1,2,3,3,-4,-1.4,7,1,3,0.6,1
COc1ccc(NC(=O)C(c2ccnc3ccccc23)n2c(=O)c(-c3ccco3)nc3ccccc32)cc1 (stereo not drawn),-2,4,22,-1,nt,0,-25,1,0.4,6
COc1ccc(S(=O)(=O)N(C)c2ccc(C(=O)NC3CCCC3)cc2)cc1,-2,14,-4,5,-0.3,11,2,-7,0.6,-5
CC1(C(=O)NS(=O)(=O)c2ccccc2)CCN1C(=O)c1cccc2ccccc12 (stereo not drawn),-6,1,5,4,0.4,8,-4,0,-0.1,1
COc1ccc2c(c1)oc(=O)c1c3ccccc3[nH]c21,-3,-3,10,1,7.5,11,-37,2,-0.7,5
COc1cc(/C=N/Nc2ncc(C(F)(F)F)cc2Cl)cc(OC)c1O,0,6,0,-1,0.3,2,-2,4,-0.5,-3
COCCOC(=O)C1=C(C)Nc2cc(=O)[nH]c(=O)n2C1c1cccc([N+](=O)[O-])c1 (stereo not drawn),-14,-12,20,1,-3.6,-5,-2,1,-0.1,3
C=CCn1c(SCC(=O)Nc2ccc3c(c2)OCO3)nnc1-c1ccccc1,-8,-15,-2,-5,2.1,8,5,0,0.9,-3
CCCC(C)NC(=O)CSCc1ccc(OC)cc1 (stereo not drawn),6,0,-4,-6,0.0,-1,-2,2,0.5,2
COc1nc(C)cc(C)c1S(=O)(=O)c1ccccc1C,3,8,-6,-3,2.0,1,1,-7,-0.7,-3
CCc1cc2cc3c(cc2nc1SCC(=O)Nc1c[nH]c(=O)[nH]c1=O)OCO3,4,-9,4,-7,-1.9,3,-9,6,0.4,-10

# In another format: entries from further up.
# Sequence of screens – sPLA2-III inh	ASAP1 GAP inh	rCAG RNA binder	NPR2 activator	GAA850 FXN act	ARFGAP1 inh	ADAM10 inh	DDE Tn6 FP inh	KLK7 zymogen act	NPR1 activator
> CC1(C(=O)NS(=O)(=O)c2ccccc2)CCN1C(=O)c1cccc2ccccc12 (stereo not drawn)
  -6	1	5	4	0.4	8	-4	0	-0.1	1
> COc1ccc(NC(=O)C(c2ccnc3ccccc23)n2c(=O)c(-c3ccco3)nc3ccccc32)cc1 (stereo not drawn)
  -2	4	22	-1	nt	0	-25	1	0.4	6
> COCCOC(=O)C1=C(C)Nc2cc(=O)[nH]c(=O)n2C1c1cccc([N+](=O)[O-])c1 (stereo not drawn)
  -14	-12	20	1	-3.6	-5	-2	1	-0.1	3

# Going on with the list.
SMILES,sPLA2-III inh,ASAP1 GAP inh,rCAG RNA binder,NPR2 activator,GAA850 FXN act,ARFGAP1 inh,ADAM10 inh,DDE Tn6 FP inh,KLK7 zymogen act,NPR1 activator
Cc1ccc(C)c(C(=O)COC(=O)c2cccc(N3C(=O)c4c(C)nc5ccccc5c4C3=O)c2)c1,4,-5,5,2,1.7,-3,2,6,-0.5,0
Cc1cc(NC(=O)C(C)SCC(=O)OCC(=O)N(C)c2ccccc2)no1 (stereo not drawn),-1,5,-2,5,1.7,9,-3,-7,0.9,1
Cc1cc(C(N)=O)c2ccccc2n1,6,-1,0,0,-1.1,-7,-8,-4,0.0,-3
CCOc1ccc(N=Cc2ccc3ccccc3c2)cc1,10,8,-3,2,-0.9,-1,-11,-3,-4.0,7
O=C(Nc1ccc(F)cc1)NC1CCN(Cc2ccccc2)CC1,-10,5,-3,-1,0.8,-6,-6,2,0.3,2
O=S(=O)(c1ccccc1)c1ccc(C(F)(F)F)cn1,-2,-1,0,-6,3.5,-6,-4,-3,0.1,-1
CCCNC1=CC(=O)CC(C)(C)C1,13,3,-1,2,3.5,-5,-8,10,-0.1,-1
O=C(CCn1cccc1)NCc1ccc(Cl)cc1,-5,-4,-1,-3,-0.4,7,7,-1,-0.7,1
CCn1c(SCC(=O)N2CCCC(C)C2)nnc1-c1ccco1 (stereo not drawn),0,-7,0,1,1.9,8,-1,0,-0.2,1
Nc1cc(=O)[nH]c(=O)n1CCCc1ccccc1,-1,-2,1,-4,1.7,-6,0,1,0.1,1
Cc1ccc(Cn2ccc(NC(=O)c3cc4nc(-c5ccco5)cc(C(F)(F)F)n4n3)n2)cc1,1,-8,4,-1,1.6,4,-11,1,-0.3,-10
O=C(Cc1ccc(S(=O)(=O)N2CCOCC2)s1)N1CCN(S(=O)(=O)c2cccc(Cl)c2)CC1,-62,-2,8,-3,2.4,7,5,5,0.4,3
O=C(NCc1ccccc1)N(Cc1cc2cc3c(cc2[nH]c1=O)OCCO3)CC1CCCO1 (stereo not drawn),1,9,-2,1,-1.1,1,i,3,1.6,1
O=C(NC1CCCCC1)C1c2ccccc2OCC(=O)N1CCc1c[nH]c2ccccc12 (stereo not drawn),-70,4,3,-4,nt,19,7,-4,0.0,-6
COc1ccc(CC2(CO)CCN(Cc3ccc(OC(F)(F)F)cc3)CC2)cc1,-10,-1,-10,-1,-1.4,-8,4,6,-0.7,-4
O=C(CN1CCOCC1)c1c[nH]c2ccccc12,-4,16,1,0,1.4,5,-2,-3,-0.7,0
CCCCC[C@H](C)N1C[C@H](COCc2ccccc2)Oc2cc(N3CC[C@H](O)C3)ccc2S1(=O)=O,-17,10,5,-5,nt,3,6,-1,-0.3,0
O=C(Nc1cccnc1)c1ccc2snnc2c1,6,1,1,4,1.6,8,-3,-5,-0.4,-2
C#CCOc1ccc(Cl)cc1/C=C1/C(=O)ON=C1C,0,2,6,1,-0.8,-7,-4,4,-0.9,10
Cc1c(C)n(Cc2ccccc2)c2ncnc(N)c12,-2,-9,-1,-18,0.1,-2,0,-5,0.5,-22
CC(C)(C)SCCNC(=O)CN(c1ccc(F)cc1)S(=O)(=O)c1ccccc1,4,2,-5,-3,2.1,5,11,-5,-0.7,3
Cc1ccsc1C(=O)N(c1nc2ccccc2s1)c1c(C)cccc1C,0,3,-2,-2,-1.3,6,-2,1,0.0,-4
O=C(N/N=C/c1ccco1)c1ccc(N2CCCC2=O)cc1,7,5,3,1,3.5,-8,-3,-2,0.3,-3
CCN(C(=O)CSc1nc2ccccc2c(=O)n1-c1cccc(C)c1)C1CCS(=O)(=O)C1 (stereo not drawn),-2,0,-6,1,-0.5,2,-6,9,0.0,4
CCCCCn1nc(C(=O)OCc2nc(N)nc(Nc3ccccc3)n2)c2ccccc2c1=O,-6,-2,10,-3,3.8,4,-2,-7,0.2,-7
Cn1cnc(S(=O)(=O)NCc2ccc(Br)cc2)c1,8,6,-3,2,-0.1,-2,-10,10,0.0,11
COC(=O)CSc1nc(N)c(C#N)c(-c2ccc(O)cc2)c1C#N,-19,16,1,-14,4.4,12,-3,8,0.5,-5
CCOC(=O)C1CCCN(S(=O)(=O)c2cccs2)C1 (stereo not drawn),3,-8,-3,0,2.4,11,-6,1,-0.9,2
Cc1ccc(S(=O)(=O)Nc2cccc(C(=O)NCC(C)(C)N3CCOCC3)c2)cc1F,12,16,-3,2,0.6,-2,-3,-2,0.4,3
Cc1ccc(-c2nc(CS(=O)(=O)CC(=O)NCCN3CCCC3)c(C)o2)cc1,-4,-5,2,3,1.3,6,-5,-4,-0.6,6
O=C(OCc1ccccc1)N1CCOCCOCCN(C(=O)OCc2ccccc2)CCOCCOCC1,-14,-6,-9,-2,1.3,10,2,-9,0.0,0
Cc1ccc2cc(CN(C(=O)c3ccncc3)C(C)C)c(=O)[nH]c2c1,4,6,6,-1,1.7,0,-19,-11,0.8,-2
O=C(N/C(=C/C=C/c1ccccc1)C(=O)N1CCOCC1)c1ccccc1Br,0,0,-4,0,-1.5,-1,14,-1,0.4,-3
Cc1ccc(S(=O)(=O)Cn2nnnc2C(c2ccccn2)N2CCN(c3ccccc3)CC2)cc1 (stereo not drawn),-7,9,1,0,1.2,0,5,1,0.6,-6
O=C(NC(=S)Nc1ccc(Oc2ccccc2)cc1)c1ccc(Cl)cc1,4,-4,5,-1,1.8,2,8,11,0.1,9
COCc1c(Br)c(C)nc(OCC(=O)N/N=C/c2ccc(C)o2)c1C#N,-4,-5,1,2,1.6,5,-9,-1,-0.2,3
COc1ccc(C(=O)Nc2cccc(C(=O)N3CCN(C)CC3)c2)cc1,2,0,-6,-2,1.7,-3,-2,-3,0.2,3
Cn1cccc1Cc1nnc(SCC(=O)N2CCN(c3ccccc3)CC2)n1-c1ccc(F)cc1,-21,3,-2,1,-1.0,5,-4,13,0.7,-2
O=C(CC1C(=O)NCCN1CC1CCCCC1)NCc1ccc(Cl)cc1 (stereo not drawn),-7,1,-6,-6,1.9,0,-1,8,-0.4,-6
Nc1ccn([C@@H]2O[C@H](C(=O)N3CCN(CCO)CC3)[C@@H](O)[C@H]2O)c(=O)n1,0,10,3,-7,nt,23,1,-1,-0.3,-2
c1ccc(-c2cc(-c3ccncc3)nc3ccc4ccccc4c23)cc1,0,-1,3,-3,0.6,1,1,2,0.0,-11
O=C(Nc1ccccc1N1CCCC1)c1ccc([N+](=O)[O-])o1,1,0,1,-1,1.2,7,-8,13,0.2,0
NC(=O)c1ccc(NC(=O)COC(=O)c2ccc(Cl)nc2)cc1,-4,4,2,4,-0.3,-3,-5,-3,0.1,2
CCc1ccc(NC(=O)C2C3CCC(O3)C2C(=O)O)cc1 (stereo not drawn),5,1,0,8,4.2,7,0,5,-0.8,7
COc1cccc(-c2ccc3nnc(SCC(=O)N4CCCC4)n3n2)c1,2,1,-2,-8,0.7,2,-68,4,0.5,2
CCSc1ccccc1C(=O)NCc1cccnc1,4,5,-1,7,-1.2,5,-6,-2,0.3,3
C#CCSc1nnc(-c2ccc(O)cc2)o1,-2,0,1,2,0.9,7,-24,4,-0.6,4
CCc1ccccc1S(=O)(=O)Cc1ccc(C(=O)NCc2ccc3c(c2)OCO3)o1,-6,3,6,-5,-0.8,2,-3,0,0.4,2
